EWS-Fli inh = EWS/Fli-driven NR0B1 reporter inhibitors, primary screen, A673 cells, NR0B1 luciferase, luminescence, MLPCN library; viability-normalised; inhibition, % at 12.6 µM; hit rate 0.67% among 350,000;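 active means mean inhibition of at least 50% after viability correction, with every replicate also passing that limit; inconclusive means mean reaches 50% but only one of two replicates passes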;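 further: firefly luciferase signal divided by Alamar Blue viability fluorescence both relative to DMSO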
esBAF inh = Bmi1 luciferase reporter increase in mESCs, primary screen, esBAF inhibitor project, mouse ES cells, Bmi1 luciferase knock-in, single point | AID 602393, 2012 | reporter increase, % at 12.5 µM | 24 h; 100% = twice the neutral-well signal | hit rate 2% among 350,000; in the data active means activation above about 40%; inconclusive means no clear call, values can overlap the other calls;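 further: 0% = median of the plate's neutral control wells and 100% = double that signal; a rise in the Bmi1 reporter signal indicates esBAF inhibition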
RAD54 inh = inhibitors of human RAD54 branch migration, primary screen, biochemical, fluorescence, single point | DNA repair and recombination protein RAD54-like (Homo sapiens), Q92698 | RAD54 Holliday junction branch migration, FAM/BHQ fluorescence | inhibition, % at 10.4 µM | hit rate 0.14% among 360,000;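 active means mean normalized replicate activity at least 40 and at least half of replicates scoring 40 or more; inconclusive means only one of the two criteria met; inactive means mean below 40 and under half of replicates reaching 40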;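 further: 0% = median of neutral control wells and 100% = median of positive control wells; inhibitors cause a drop in the FAM fluorescence signal; in these data hits start at about 50%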
Target sequence (Q92698 whole entry, looked up): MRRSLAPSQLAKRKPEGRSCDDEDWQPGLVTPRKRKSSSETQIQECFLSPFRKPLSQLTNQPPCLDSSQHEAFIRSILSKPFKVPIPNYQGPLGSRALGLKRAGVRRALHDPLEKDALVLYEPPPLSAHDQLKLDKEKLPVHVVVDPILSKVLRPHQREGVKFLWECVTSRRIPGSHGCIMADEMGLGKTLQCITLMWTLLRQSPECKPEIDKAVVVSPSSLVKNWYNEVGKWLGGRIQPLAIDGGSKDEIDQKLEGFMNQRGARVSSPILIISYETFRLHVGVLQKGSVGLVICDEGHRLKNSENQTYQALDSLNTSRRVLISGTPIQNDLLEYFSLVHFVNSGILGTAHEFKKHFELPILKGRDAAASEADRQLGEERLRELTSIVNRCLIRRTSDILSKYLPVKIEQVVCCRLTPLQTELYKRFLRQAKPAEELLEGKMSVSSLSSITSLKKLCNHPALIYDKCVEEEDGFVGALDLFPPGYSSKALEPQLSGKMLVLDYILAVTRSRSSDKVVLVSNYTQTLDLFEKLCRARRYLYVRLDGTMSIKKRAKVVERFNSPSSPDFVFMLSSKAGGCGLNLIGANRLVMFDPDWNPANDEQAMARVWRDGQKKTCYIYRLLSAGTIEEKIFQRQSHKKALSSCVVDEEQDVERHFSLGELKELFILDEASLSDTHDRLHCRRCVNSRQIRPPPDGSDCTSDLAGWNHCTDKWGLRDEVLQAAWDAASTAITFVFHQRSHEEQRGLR
Xi reactivation = activators of inactive X chromosome reactivation, primary screen, imaging, XiGFP fibroblasts, GFP high-content imaging, set 2 | XiGFP mouse fibroblasts, % GFP-positive cells imaging, 3 d; cells co-treated with 5-aza-dC sensitizer; scaled so ellipticine positive control = 100% | activation, % at 7.58 µM | hit rate 0.055% among 360,000 | AID 743238, 2013;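 active means mean normalized replicate activation at least 10% and every replicate at or above 10%; inconclusive means only one of the two criteria met; inactive means mean below 10% and not all replicates reach 10%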;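 further: 0% = median of on-plate neutral control wells and 100% = ellipticine 6 µM median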
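Assay system: SV40-immortalized XiGFP fibroblast cells, line 68-5-11; buffer or medium: DMEM plus 5-aza-dC sensitizer; compound: one concentration, pinned; timing: compounds 3 days, fix/stain 15 min at room temperature; benchmarks: positive control ellipticine, 6 µM final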
S100A4 MyoIIA = inhibitors of S100A4-myosin IIA peptide binding, primary screen, biochemical, fluorescence polarization, TAMRA-MyoIIA peptide. Protein S100-A4 (Homo sapiens), P26447. AID 652163, 2013. inhibition, % at 10.7 µM. hit rate 0.14% among 360,000;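 active means mean inhibition of at least 70% across replicates, with every replicate also reaching that level; inconclusive means mean inhibition reaches 70% but some replicates fall short; inactive means mean inhibition below 70%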
Target sequence (P26447 whole entry, looked up): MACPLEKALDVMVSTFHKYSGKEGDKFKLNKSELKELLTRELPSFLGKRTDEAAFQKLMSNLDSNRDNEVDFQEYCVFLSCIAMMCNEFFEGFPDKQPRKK
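Test system: S100A4 monomer protein. Medium: HEPES buffer with Ca2+, pH 7.2. Reagent: fluorescent myosin IIA peptide, 5 nM. Compound dosing: single-point compound testing. Timing: 5 min between mix addition and reading. Benchmarks: DMSO neutral and TFP positive wells.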
E-sel inducer = E-selectin induction in HUVECs, primary screen, imaging, HUVEC, immunofluorescence imaging, single point | P16581 | normalized: neutral wells 0, TNF-alpha wells 100 | activation, % at 7.58 µM | AID 686992, 2013 | hit rate 0.37% among 260,000;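 active means mean E-selectin-positive cell signal at least 10% of the positive control, reached in at least 60% of replicates, without over 20% cell loss; inconclusive means no rule given, readout overlaps actives, possibly toxicity-flagged; inactive means the rest, including those meeting only one limit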;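 further: in these data hits start at about 27%; measured in HUVEC primary endothelial cells; signal is the percent of cells scored E-selectin positive by PE staining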
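assay system = HUVEC, human umbilical vein endothelial cells | input = 3,000 HUVEC seeded per well | medium = EGM-2 growth medium on 0.1% gelatin-coated wells | dosing = one compound dose added by pin transfer | signal = immunofluorescence imaging | read-out basis = % PE-positive cells | control set = TNF-alpha, DMSO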
RAD52 inh = RAD52 DNA annealing inhibitors, primary screen, biochemical, FRET, single point, set 2; DNA repair protein RAD52 homolog (Homo sapiens), P43351; recombinant RAD52 DNA annealing, FRET fluorescence; inhibition, % at 18.7 µM; hit rate 0.46% among 360,000; AID 651710, 2012;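 active means every replicate showing at least 50% inhibition; inconclusive means mean inhibition at least 50% but not in every replicate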
FN deposition inh = inhibitors of fibronectin matrix deposition, primary screen, AH1F cells, Alexa488-fibronectin fluorescence, plate reader; AH1F fibroblasts, overnight; inhibition, % at 12.6 µM; hit rate 0.086% among 350,000; AID 743247, 2014;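 active means mean inhibition across replicates of 30% or more, regardless of how many single replicates reach that level; inconclusive means mean under 30% yet at least half of replicates reach 30%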;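 further: positive control wells lacked labelled fibronectin entirely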
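Material: AH1F fibroblast monolayer depositing Alexa488-labelled fibronectin into matrix / Amount: 10000 AH1F cells per well / Signal: fluorescence 485/525 nm / Medium: DMEM, 2% serum / Compound: single dose, pinned / Incubation: 1 h cell adhesion before compound, then overnight fibronectin incubation / Reagent: Alexa488-FN, 24 nM final / Read-out: inhibition of fibronectin deposition signal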
* = called active by the depositor; ? = inconclusive; / = no result given; & = joins results of further samples.

entry	SMILES	EWS-Fli inh	esBAF inh	RAD54 inh	Xi reactivation	S100A4 MyoIIA	E-sel inducer	RAD52 inh	FN deposition inh
1	O=C1O[C@H](c2ccccc2)[C@H](c2ccccc2)N2[C@H]1[C@@H](C(=O)N1CCCCCCC1)[C@]1(C(=O)Nc3ccc(C#CCCO)cc31)[C@H]2c1ccc(O)cc1	-1.1	/	-4.5	/	6.0	/	-9.0	/
2	O=C(NCCCn1ccnc1)c1nc(Cn2cc([N+](=O)[O-])cn2)no1	5.7	0.6	-20.3	0.2	-1.7	0.1	-9.2	1.4
3	CCCNC(=O)Nc1ccc2c(c1)C(=O)N(C)C[C@@H](OC)[C@@H](C)CN(Cc1ccc(-c3ccccn3)cc1)[C@H](C)CO2	-3.6	6.8	8.2	-0.1	-0.4	-0.1	6.1	9.2
4	C[C@H](CO)N1C[C@H](C)[C@@H](CN(C)S(=O)(=O)c2cn(C)cn2)Oc2c(NC(=O)Nc3ccc(C(F)(F)F)cc3)cccc2C1=O	-5.7&-4.6	4.9&4.3	-8.5&-5.2	0.3&0.1	7.4&-15.2	-0.2&0.2	-9.7&-15.1	6.5&-10.7
5	CCN(CC)CCOC(=O)c1ccc(N/C=C(/C#N)c2nc(-c3ccc4c(c3)OCO4)cs2)cc1	2.5	/	2.1	-0.1	-9.5	0.1	-114.1	4.2
6	CCN(Cc1cccc(F)c1)C(=O)c1ccc2ccccc2n1	-24.3	12.2	-1.8	0.1	3.8	/	-9.8	-10.5
7	COC(=O)[C@]12C[C@H](CC(=O)NCc3cccs3)C(=O)N(Cc3ccc4c(c3)OCO4)C1=C[C@H](C(C)(C)C)O[C@@H]2C	11.1	/	/	0.1	-9.4	0.2	-5.8	-8.9
8	COC(=O)CNC(=O)CSc1nc2sc(-c3ccccc3)cc2c(=O)n1-c1ccccc1	1.0	-3.6	0.2	-0.3	-6.3	/	-18.1	-3.4
9	CC1=Nc2cc(C(=O)NCCN3CCOCC3)ccc2Sc2c(C)ccc(C)c21	37.9	-23.4	-7.4	0.0	-5.0	/	-13.7	5.7
10	CCCC#Cc1ccc([C@H]2[C@@H](CO)N3C(=O)CN(C(=O)NC4CCCC4)C[C@@H]23)cc1	7.8	/	/	0.2	-0.1	-0.3	6.1	/
11	Oc1ccc(C[C@H]2CNC(=S)N2CC2CCCN2C[C@H](Cc2ccc(O)cc2)N2C[C@H](Cc3ccccc3)N(CCc3ccccc3)C2=S)cc1 (stereo not given in full)	-2.0	4.6	-4.4	-0.1	27.1	1.8	-18.3	-6.0
12	COc1ccc(-c2csc(NC(=O)C(CC(=O)O)N3CCOCC3)n2)cc1 (stereo not given)	3.6	4.0	5.4	0.0	2.2	-0.3	-7.4	-2.3
13	COc1ccc(/C=N/NC(=O)c2ccco2)cc1Cn1nc(C)c([N+](=O)[O-])c1C	0.8	/	/	0.0	9.9	-0.4	-14.0	-0.2
14	O=C(NCc1ccccc1)c1ccccc1-c1nc2ccccc2[nH]1	-2.3	1.9	6.9	0.1	3.9	6.7	-4.3	9.4
15	CC(=O)Nc1ccc(Nc2ccc(N3C(=O)CCCC3=O)cc2[N+](=O)[O-])cc1	-9.1	2.8	-10.4	-0.2	/	/	/	/
16	CC(=O)c1ccc(OCc2ccccc2)c(C)c1O	-78.3	69.1*	-1.4	-0.7	2.1	0.0	-8.7	4.1
17	O=C(CCN1CCCCC1)NCC[C@H]1CC[C@@H](NC(=O)C2CCOCC2)[C@@H](CO)O1	-2.4	4.1	-4.3	-0.1	0.7	-0.1	-5.1	-10.1
18	CCc1cccc2c(C(=O)CN3C(=O)N(C)C4(CCCCC4)C3=O)c[nH]c12	38.0	-28.6	2.8	0.0	-4.7	/	-34.3	11.2
19	Cc1c(Cl)cccc1NC(=O)c1ccc(OCC(=O)NCc2ccccc2)cc1	1.6	/	/	0.1	5.3	/	-11.4	-1.3
20	O=C(CSc1nnc(NC(=O)C2CCC2)s1)Nc1ccccc1Br	4.6	0.6	-1.9	0.2	-1.8	0.6	-0.4	0.1
21	CC(=O)Nc1ccc(CNc2nc(NC(C)C)nc3cc(-c4ccccc4)sc23)cc1	60.3*	21.0	-6.8	0.6	-5.3	32.6*	96.6*	9.3
22	O=C(NCCCc1ccncc1)C1CCC(=O)N(Cc2cccc(F)c2)C1 (stereo not given)	3.3	-1.4	-4.5	0.0	0.6	-0.6	-11.5	-5.2
23	CCOc1ccc(N=Cc2c(C)[nH]n(-c3nc4ccccc4[nH]3)c2=O)cc1	0.2	/	/	0.4	-2.0	-0.3	-4.2	4.7
24	CCCc1cn(CC[C@@H]2CC[C@@H](NC(=O)Nc3ccc4c(c3)OCO4)[C@H](CO)O2)nn1	-0.9	-4.1	7.8	0.2	-13.0	-0.4	-9.6	/
25	CC(=O)C1=C(C)N(Cc2ccc(Br)cc2)C(=S)NC1c1cccc(Cl)c1 (stereo not given)	9.6	/	/	0.3	2.5	0.0	-10.2	6.3

entry	SMILES	EWS-Fli inh	esBAF inh	RAD54 inh	Xi reactivation	S100A4 MyoIIA	E-sel inducer	RAD52 inh	FN deposition inh
26	COc1ccc(N2CCN(S(=O)(=O)c3ccc4c(c3)CCCC4)CC2)c([N+](=O)[O-])c1	9.5	-14.1	-6.9	/	14.0	/	-2.2	/
27	CC(C)NC(=O)N1[C@H](CO)[C@H](c2ccc(-c3ccc(F)cc3)cc2)[C@@H]1C#N	2.5	-4.9	6.4	-0.2	-11.8	0.1	-18.5	-7.9
28	CCN(CC)S(=O)(=O)c1cc(NC(=O)CN2CCN(c3ccccn3)CC2)ccc1C	5.3	/	-9.1	0.3	-0.9	2.6	-11.6	-1.7
29	O=C(NCC1CCCCC1)C1(CC2CC(c3ccc(Cl)cc3)=NO2)CCNCC1 (stereo not given)	-2.8	10.0	11.0	0.0	0.1	-0.2	66.9*	3.0
30	COc1ccc(CN2C(=O)C(C)Nc3ncnc(N4CCN(c5ccccc5)CC4)c32)cc1 (stereo not given)	-4.3&2.9	4.5&1.7	-8.3&-3.0	0.1&0.2	-8.9&-1.3	0.2	-177.6&-16.7	2.4&3.8
31	CO[C@@H]1CN(C)C(=O)c2cc(NC(=O)Nc3ccccc3F)ccc2OC[C@H](C)N(CC2CC2)C[C@@H]1C	-2.1	1.4	11.5	0.1	3.4	0.0	4.0	10.0
32	O=C(Nc1ccccc1F)N[C@@H]1CC[C@@H](CCNS(=O)(=O)c2ccc(Cl)cc2)O[C@@H]1CO	3.9	2.4	-1.3	-0.6	16.3	0.5	5.7	/
33	CNC[C@H]1OCCCC[C@@H](C)Oc2ccc(NC(=O)c3ccccc3)cc2C(=O)N([C@@H](C)CO)C[C@@H]1C	4.2	-7.6	/	-1.0	/	-0.1	/	/
34	O=C(O)CC(CC(=O)N1CCN(C(=O)c2ccco2)CC1)c1ccccc1 (stereo not given)	-3.1	-6.4	5.4	0.0	-4.8	-0.5	-82.6	/
35	CCc1ccc(N2CC(C(=O)OCC(=O)N(CC)c3c(N)n(Cc4ccccc4)c(=O)[nH]c3=O)CC2=O)cc1 (stereo not given)	-4.8	3.5	-23.6	0.2	-7.2	-0.7	-34.5	1.3
36	Cc1ccc(N2C(=O)CSC2=S)cc1C	8.8	5.2	2.9	-0.1	-0.2	0.3	-8.7	1.0
37	CCOc1ccccc1NC(=O)COC(=O)Cc1ccsc1	-3.4	0.1	1.3	0.2	-5.2	0.6	-27.9	5.5
38	O=C1CN(S(=O)(=O)Cc2ccccc2)C[C@@H]2[C@H](c3ccc(C#CCC4CCCC4)cc3)[C@@H](CO)N12	-8.4	/	/	-0.1	-1.3	-0.9	-19.0	/
39	COc1ccc(-n2cc(C(=O)c3ccc4ccccc4c3O)cn2)cc1	1.5	2.7	10.2	0.0	-5.7	/	-26.6	6.5
40	CCN(CC)C(=O)C1CCCN(C(=O)c2cc(COc3cccc(OC)c3)on2)C1 (stereo not given)	-21.8	/	-7.0	0.0	0.7	/	3.9	2.8
41	COc1cc2c(cc1OC)C(c1cc(Br)c(OC)c(OC)c1)CC(=O)N2 (stereo not given)	13.5	2.4	-4.9	0.4	-15.3	0.2	-5.0	2.0
42	COc1ccc(/C=N/Nc2nc(N3CCCC3)nc(N3CCCC3)n2)cc1	1.5	/	-2.0	0.1	-2.9	/	11.5	0.6
43	CCn1c(COc2ccccc2OC)nc2ccccc21	-23.8	?	-2.5	0.0	5.9	0.4	0.9	7.2
44	CC(=O)Nc1ccc(OCc2cccc3ccccc23)cc1	1.5	-11.2	-3.6	0.0	-4.5	/	-0.5	-2.9
45	COc1ccc(N2CCN(C3CC(=O)N(Cc4ccccc4)C3=O)CC2)cc1 (stereo not given)	-6.2	6.6	3.6	0.2	-1.1	0.6	-12.0	2.3
46	O=[N+]([O-])c1ccc(N/N=C/c2ccc(O)c(O)c2O)c(S(=O)(=O)N2CCOCC2)c1	-17.7	/	/	0.0	-0.3	5.2	5.8	-2.0
47	O=C(Nc1ccc(Cc2ccncc2)cc1)c1ccc(S(=O)(=O)N2CCCC2)cc1	22.4	/	/	0.4	6.5	/	-16.3	-1.5
48	CC12CCC(=O)C=C1CCC1C2CCC2(C)C(c3csc(N)n3)CCC12 (stereo not given)	7.9	-25.9	-1.7	0.0	-0.7	-0.7	-24.6	2.3
49	CCOc1ccc(/C(O)=C2/C(=O)C(=O)N(CC3CCCO3)C2c2cccs2)cc1 (stereo not given)	8.2	/	/	-0.2	0.0	/	-5.6	9.0
50	C[C@H]1CN([C@@H](C)CO)C(=O)c2cc(NC(=O)NC3CCCCC3)ccc2O[C@H]1CN(C)Cc1ccc(Cl)c(Cl)c1	8.4	1.2	0.3	-0.5	5.4	0.5	6.3	6.1
51	c1ccc(C(c2ccccc2)c2noc(CN3CCC(c4ccncc4)CC3)n2)cc1	10.4	-4.3	2.5	0.0	-9.6	2.2	-22.3	3.4

A different layout for some results above.
23	CCOc1ccc(N=Cc2c(C)[nH]n(-c3nc4ccccc4[nH]3)c2=O)cc1
24	CCCc1cn(CC[C@@H]2CC[C@@H](NC(=O)Nc3ccc4c(c3)OCO4)[C@H](CO)O2)nn1
assay / entry	23	24
EWS-Fli inh	0.2	-0.9
esBAF inh	/	-4.1
RAD54 inh	/	7.8
Xi reactivation	0.4	0.2
S100A4 MyoIIA	-2.0	-13.0
E-sel inducer	-0.3	-0.4
RAD52 inh	-4.2	-9.6
FN deposition inh	4.7	/

Screening data deposited in PubChem BioAssay by Broad Institute.
